Anthrax LF prot: anthrax lethal factor protease inhibition; P15917; multiplex microsphere protease cleavage assay, LF; inhibition, % at 10 µM; 360,000 tested, 0.12% active; also: plate controls were buffer without enzyme for full effect and enzyme alone for no effect
Mtb BioA inh: blocks M. tuberculosis BioA enzyme activity. inhibition, % at 9.99 µM. purified M. tuberculosis BioA enzyme, plate reader. AID 602481. 360,000 tested, 0.096% active; in the data active = inhibition above about 40%; inconclusive = no clear call, values can overlap the other calls
BoNT F protease: BoNT F light chain protease inhibition; Multiplex microsphere protease cleavage assay, flow cytometry; AID 588497; 360,000 tested, 0.22% active; inhibition, % at 10 µM; in the data active = inhibition above about 35%, passing the limit was not always enough; inconclusive = no clear call, values can overlap the other calls; also: plate controls were buffer without enzyme for full effect and enzyme alone for no effect
Mtb FBA inh: inhibits M. tuberculosis FBA enzyme; P9WQA3; purified M. tuberculosis FBA, fluorescence read-out; inhibition, % at 1 µM; 360,000 tested, 2.3% active; AID 588726; in the data active = inhibition above about 27%;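 also: 0% = vehicle and 100% = reference inhibitor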
Target sequence (P9WQA3 whole entry, looked up): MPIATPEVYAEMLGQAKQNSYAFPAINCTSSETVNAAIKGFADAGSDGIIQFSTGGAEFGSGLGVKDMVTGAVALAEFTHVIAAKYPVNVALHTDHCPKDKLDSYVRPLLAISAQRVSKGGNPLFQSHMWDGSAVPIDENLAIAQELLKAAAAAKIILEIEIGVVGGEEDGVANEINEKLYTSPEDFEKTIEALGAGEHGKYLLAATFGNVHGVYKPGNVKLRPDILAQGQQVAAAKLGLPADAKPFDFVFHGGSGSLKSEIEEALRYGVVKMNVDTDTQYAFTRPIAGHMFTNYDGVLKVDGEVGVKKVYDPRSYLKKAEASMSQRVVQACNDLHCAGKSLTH
BoNT-A LC inh2: inhibitors of Botulinum neurotoxin A light chain protease; 360,000 tested, 0.17% active; inhibition, % at 10 µM; multiplex microsphere protease substrate cleavage, flow cytometry; AID 588499; also: plate controls were buffer without enzyme for full effect and enzyme alone for no effect
PfHsp40 yeast: rescue of PfHsp40-mediated yeast toxicity. S. cerevisiae expressing PfHsp40, growth rescue, ATP luminescence. growth rescue, % at 12.5 µM. 340,000 tested, 0.68% active. AID 504582; in the data active = growth rescue above about 28%, passing the limit was not always enough; inconclusive = no clear call, values can overlap the other calls;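 also: yeast W303a lacking pdr1 and pdr3 grown in galactose medium; growth measured after three days at 30 °C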
Mtb UGM inh: Mtb UDP-galactopyranose mutase inhibition; P9WIQ1; purified UGM, fluorescence polarization probe displacement; inhibition, % at 10 µM; 320,000 tested, 0.06% active; AID 504406; in the data active = inhibition above about 10%, passing the limit was not always enough; inconclusive = no clear call, values can overlap the other calls
Target sequence (P9WIQ1 whole entry, looked up): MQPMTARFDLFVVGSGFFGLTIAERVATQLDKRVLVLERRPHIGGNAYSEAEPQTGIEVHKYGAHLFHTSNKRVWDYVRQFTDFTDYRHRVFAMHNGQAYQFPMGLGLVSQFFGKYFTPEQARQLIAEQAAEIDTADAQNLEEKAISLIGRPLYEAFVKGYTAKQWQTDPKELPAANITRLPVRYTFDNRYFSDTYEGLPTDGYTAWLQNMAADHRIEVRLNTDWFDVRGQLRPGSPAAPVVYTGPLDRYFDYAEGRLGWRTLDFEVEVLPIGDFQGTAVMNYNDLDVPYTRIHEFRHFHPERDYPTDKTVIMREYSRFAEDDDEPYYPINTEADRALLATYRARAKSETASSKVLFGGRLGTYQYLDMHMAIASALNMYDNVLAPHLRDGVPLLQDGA
FadD28 FP inh: blocks FadD28 binding to the bisubstrate probe; fluorescence polarization; 360,000 tested, 0.22% active; inhibition, % at 12.5 µM; in the data active = inhibition above about 8.5%, passing the limit was not always enough; inconclusive = no clear call, values can overlap the other calls
GDH-TPI inh: inhibits GDH-TPI coupling enzymes, artifact for Mtb FBA screen; inhibition, % at 4.8 µM; 360,000 tested, 1.2% active; GDH-TPI coupled enzyme counterscreen, NADH absorbance; in the data active = inhibition above about 30%;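 also: 0% = DMSO wells and 100% = wells lacking the enzyme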
* marks the source's active call; other numbers are inactive results; u = inconclusive; x = no result given; & = joins results of further samples. Rule as the data show it, unless noted: active = inhibition above about 30%; inconclusive = no clear call, values can overlap the other calls; inactive = below that. The order is random; 4.7% or so of the library scored in one or more.

SMILES	Anthrax LF prot	Mtb BioA inh	BoNT F protease	Mtb FBA inh	BoNT-A LC inh2	PfHsp40 yeast	Mtb UGM inh	FadD28 FP inh	GDH-TPI inh
C[C@@H]1C[C@H]2[C@@H]3CCC4=CC(=O)C=C[C@]4(C)[C@@]3(F)[C@@H](O)C[C@]2(C)[C@@]1(O)C(=O)CO	0&-2	0.5&0.8	0&-7	8&2	-0.2&0.1	-1.1&-1.5	1.3&0.0	-0.3&-1.9	13&-1
CCOC(=O)c1c(N)sc2c1CCN(CCc1ccccc1)C2	x	3.1	x	2	x	-1.1	-3.5	-1.8	13
CC(=O)N1c2ccc(S(=O)(=O)N3CCCC(C(=O)Nc4ccc(F)cc4)C3)cc2CC1C (configuration not stated)	-12	0.7	-17	4	-0.1	-0.4	5.6	-2.7	5
Cn1c(SCC(=O)Nc2cccc(Br)c2)nnc1-c1cc2ccccc2o1	-9	-0.5	1	0	0.8	-1.6	3.4	-2.5	0
CC(c1ccco1)N(C(=O)C12CC3(C)CC(C)(CC(C)(C3)C1)C2)c1ccccn1 (configuration not stated)	-6	x	-1	1	-1.2	0.0	-3.7	3.7	-1
Cc1cc(F)ccc1NCc1ccncc1	-4	0.2	-9	-2	-1.4	-1.2	-2.2	-2.1	1
COc1ccc(NC(=O)Cc2c[nH]c3ccccc23)cc1S(=O)(=O)N1CCCCC1	0	-0.7	17	0	3.1	0.5	0.1	2.6	0
CC12CC3OC3CC1CCC1C2CCC2(C)C1CCC21OCCO1 (configuration not stated)	-2	x	1	5	0.6	3.5	x	-2.2	11
CC1CCCCC1NC(=O)C1CCN(S(=O)(=O)N2CCOCC2)CC1 (configuration not stated)	0	x	0	-2	-0.2	-2.0	0.0	-2.2	-5
CC1=NCCN1CCNC(=O)Nc1ccc(F)cc1	x	-3.0	x	1	x	0.1	0.0	-0.9	3
CCN(C(=O)COC(=O)Cn1c(C)csc1=O)c1c(N)n(Cc2ccccc2)c(=O)[nH]c1=O	2	-0.4	u	14	3.3	1.2	0.1	1.1	5
Cc1ccc(C(CC(=O)O)Nc2nc(N3CCOCC3)nc(N3CCOCC3)n2)cc1 (configuration not stated)	-1	x	-4	-1	-0.6	1.3	1.1	-0.8	-4
COc1ccc(CCC(=O)NCc2cn3ccsc3n2)cc1	1	-0.4	10	2	2.4	-1.5	-2.5	-0.9	10
CCN(CC(=O)Nc1c(F)cccc1F)C(=O)CCCc1nc2ccccc2c(=O)[nH]1	u	-0.5	u	0	u	0.5	1.1	-1.6	-8
Cc1sc(NC(=O)C2CCCC2)c(C#N)c1C	-2	-0.4	13	-2	1.5	0.2	-1.1	0.4	9
O=C(CSc1nnc(-c2cccnc2)n1CCc1ccccc1)N1CCCCC1	2	0.5	-5	-3	0.2	-0.7	1.9	-0.4	-2
Cc1nn(Cc2ccc(F)cc2)c2sc(C(=O)Nc3nccs3)cc12	0	x	1	5	0.2	-0.8	0.5	-2.5	5
Cc1cccc(C(=O)N[C@@H](C)C(=O)N2CCN(c3ncccn3)CC2)c1	-3	-1.1	19	5	4.0	-0.9	1.1	-3.3	-12
Nc1sc2c(c1C(=O)c1ccccc1)CCCC2	x	-4.5	x	2	x	-1.1	3.5	0.5	5
Nc1nc(CN2CCCCCC2)nc(Nc2ccc(F)cc2)n1	4	1.9	9	-7	2.3	1.5	4.0	-7.5	16
O=C(NCC(=O)N(c1ccc(F)cc1)C(C(=O)NC1CCCCC1)c1cccnc1)c1ccco1 (configuration not stated)	8	-0.9	17	3	4.0	0.4	-2.6	1.7	-1
O=c1c2ccccc2[nH]c(=S)n1C1CCCCC1	0	-0.5	8	0	0.6	-0.4	1.9	-1.2	11
CC(=NO)C1CCC2C3CCC4=CC(=NO)CCC4(C)C3C(=O)CC12C (configuration not stated)	-7	0.0	7	0	0.7	-0.8	x	-2.7	0
Cc1ccc(OCC(=O)N2CCN(c3ccc([N+](=O)[O-])c(N4CCOCC4)c3)CC2)cc1	-7	2.5	2	-13	0.0	-0.4	-0.2	-2.1	17
O=C(O)c1ccc(Cn2cc(C(F)(F)F)ccc2=O)cc1	2	-0.3	2	-4	-0.3	0.0	3.2	-4.1	-4
CC1CCN(S(=O)(=O)c2ccc(NC(=O)CN3CCN(C)CC3)cc2)CC1	-1	-1.2	1	9	-0.1	-1.3	-0.7	-3.4	1
N#C/C(=C\c1ccncc1)c1nc2ccccc2o1	x	-2.5	x	10	x	x	-0.5	0.2	6
COc1ccc(C=C2C(=O)N(C)C(=O)N(C)C2=O)cc1CSc1ccccn1	-1	2.4	-4	2	0.0	-0.2	2.3	-2.7	-2
CSCCC(NC(=O)c1cc(C(C)(C)C)oc1C)C(=O)O (configuration not stated)	1	-1.7	0	-2	0.4	1.8	1.8	-3.4	-2
CC1(C(=O)NS(=O)(=O)c2cccc(Cl)c2)CCN1C(=O)c1ccccc1CCc1ccccc1 (configuration not stated)	-7	0.0	0	-1	-0.8	x	x	-1.8	3
COc1ccc2[nH]c3c(=O)n(CCCCCC(=O)NCCC(C)C)c(=S)[nH]c3c2c1	-1	x	2	7	-0.1	-1.1	1.8	-1.8	2
COc1ccc(Cl)cc1C(=O)NCCN(C)C	-4	1.2	-19	0	0.4	0.1	-1.2	-2.2	7
CC(NC(=O)COC(=O)/C=C/c1cccc(F)c1)c1ccccc1 (configuration not stated)	x	0.4	x	0	x	-1.2	-0.9	-0.6	0
C/C(Cn1ncc(N2CCOCC2)c(Cl)c1=O)=N\O	9	-1.2	27	0	0.8	0.2	-0.8	-3.0	-7
CCc1nc2ccc(C(=O)O)cc2nc1CC	0	x	-1	2	0.7	-0.1	3.9	-2.4	1
O=C(O)c1ccc(Cl)c(NC(=O)C2CCN(S(=O)(=O)c3ccc4c(c3)OCCO4)CC2)c1	1	-1.1	0	-2	0.0	x	x	-1.0	2
O=C(CSc1nnc(NC(=O)c2ccccc2)s1)NCc1ccco1	2	-0.5	-2	0	0.1	-1.3	1.5	-3.6	8
COc1ccc(-c2csc(NC(=O)c3cc(C)oc3C)n2)cc1OC	-5	-0.7	0	1	3.4	0.4	-9.2	-1.0	6
COc1cc(OC)c(C(=O)NC2CCCCCC2)cc1OC	2	-0.4	8	3	1.0	-0.4	0.1	3.0	-4
CCC(=O)Nc1ccc(Cl)c(NC(=O)c2cccc(OC)c2)c1	-2	x	-1	2	0.8	-1.0	3.4	-0.2	3
COc1ccc(OC)c(NC(=O)Cc2cccs2)c1	3	-1.5	u	1	6.3	-0.3	-2.9	0.8	-2
COC(C(=O)N1CCC(n2nccc2NC(=O)C2CC2)CC1)c1ccccc1 (configuration not stated)	-1	-0.6	4	-2	-3.2	0.3	2.1	-2.6	-14
CCn1nc(C(=O)Nc2ccc(C)c(C)c2)c(Cl)c1Cl	-1	-3.2	0	-1	1.2	0.1	-2.1	-1.1	6
O=C(N=Nc1c(O)[nH]c2ccccc12)c1cc(-c2ccc(F)cc2)n[nH]1	3	x	-2	2	-0.1	-0.5	1.4	-1.0	0
COc1cc2ccccc2c2c1CCCC2=O	3	x	4	-9	0.4	-0.8	2.7	-3.1	3
COc1ccc(C(=O)NCCCN2CCOCC2)cc1OC	1	-0.4	10	5	0.6	-1.4	0.6	-0.5	0
CC1CCCC(C)N1CCCNC(=O)CN1C(=O)COc2ccc(S(=O)(=O)N3CCOCC3)cc21 (configuration not stated)	0	0.2	-1	4	-0.6	4.7	-1.9	0.6	2
Cc1ccc(NC(=O)c2ccc(C(=O)c3ccccc3)cc2)nc1	0	2.5	8	-1	3.6	-2.5	1.0	-1.7	-6
O=C(NCCCN1CCN(c2cccc(Cl)c2)CC1)c1cccc(N2CCCC2=O)c1	-3	x	-5	-5	-0.1	-0.7	2.4	-3.9	-9
O=C(CSc1nnc(-c2ccncc2)n1-c1ccccc1Cl)Nc1ccc(C(=O)O)cc1	-8	x	-2	-2	-0.3	0.2	0.4	0.9	3
O=S(=O)(c1cc(Cl)ccc1Cl)N1CCCCC1	-15	0.9	0	3	-1.1	-1.0	-0.6	-1.3	10
CCOC(=O)Nc1ccc(S(=O)(=O)NCCCN2CCOCC2)cc1	-3	-1.3	-3	0	-2.2	0.4	-0.1	-2.1	1
CCOc1ccc(N(CC(=O)NCc2ccc(OC)cc2)S(=O)(=O)c2c(C)[nH]c(=O)[nH]c2=O)cc1	0	-0.9	8	1	3.2	-0.2	-0.5	-2.4	7
Cn1cc[n+](C)c1COc1ccc(C=O)cc1	13	-0.7	6	-3	-0.4	-0.2	-1.2	-2.1	-8
O=C1COc2ccccc2N1Cc1ccccc1Cl	-2	3.4	4	-2	-0.8	50*	0.1	-4.1	-16
CC(=O)Nc1ccc(NC(=O)c2cc(-c3cc(F)ccc3OCC3CCCO3)n[nH]2)cc1 (configuration not stated)	0	-1.7	-4	-1	-0.4	x	x	-4.8	-4

Entries above containing an NH in an aromatic ring, in the order listed:
SMILES	Anthrax LF prot	Mtb BioA inh	BoNT F protease	Mtb FBA inh	BoNT-A LC inh2	PfHsp40 yeast	Mtb UGM inh	FadD28 FP inh	GDH-TPI inh
COc1ccc(NC(=O)Cc2c[nH]c3ccccc23)cc1S(=O)(=O)N1CCCCC1	0	-0.7	17	0	3.1	0.5	0.1	2.6	0
CCN(C(=O)COC(=O)Cn1c(C)csc1=O)c1c(N)n(Cc2ccccc2)c(=O)[nH]c1=O	2	-0.4	u	14	3.3	1.2	0.1	1.1	5
CCN(CC(=O)Nc1c(F)cccc1F)C(=O)CCCc1nc2ccccc2c(=O)[nH]1	u	-0.5	u	0	u	0.5	1.1	-1.6	-8
O=c1c2ccccc2[nH]c(=S)n1C1CCCCC1	0	-0.5	8	0	0.6	-0.4	1.9	-1.2	11
COc1ccc2[nH]c3c(=O)n(CCCCCC(=O)NCCC(C)C)c(=S)[nH]c3c2c1	-1	x	2	7	-0.1	-1.1	1.8	-1.8	2
O=C(N=Nc1c(O)[nH]c2ccccc12)c1cc(-c2ccc(F)cc2)n[nH]1	3	x	-2	2	-0.1	-0.5	1.4	-1.0	0
CCOc1ccc(N(CC(=O)NCc2ccc(OC)cc2)S(=O)(=O)c2c(C)[nH]c(=O)[nH]c2=O)cc1	0	-0.9	8	1	3.2	-0.2	-0.5	-2.4	7
CC(=O)Nc1ccc(NC(=O)c2cc(-c3cc(F)ccc3OCC3CCCO3)n[nH]2)cc1 (configuration not stated)	0	-1.7	-4	-1	-0.4	x	x	-4.8	-4

Compound activity from PubChem.
